HTT aggregate = qHTS Multiplex Assay to Identify Dual Action Probes in a Cell Model of Huntington: Aggregate Formation (GFP); PC12 HttQ103-GFP aggregates, Acumen cytometry, 40 h; Potency, µM (highest dose often 46.1 µM), for the others: at the top dose activity change, negative = inhibition, actives largely listed as inhibitors; 220,000 tested, 1.1% active; AID 1688, 2009; further: on the % scale 0 is the no-effect control and ±100 the full control effect; nearly all actives have a fitted effect of over 60% in size
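PC12 cells with ecdysone-inducible HTT exon1 Q103-GFP, induced by 100 nM tebufenozide, given compounds in a concentration series. GFP aggregates (1–25 um, 6 SD above background) counted in lysates by laser-scanning cytometry, 488 nm excitation.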
aGlu spleen mod = qHTS Assay for Inhibitors and Activators of Human alpha-Glucosidase From Spleen Homogenate. Lysosomal alpha-glucosidase (Homo sapiens), P10253. human spleen homogenate, 4-MU-alpha-glucoside fluorescence. Potency, µM (highest dose often 79.9 µM), inactives show at the highest dose activity change, negative = inhibition, actives largely listed as inhibitors. 240,000 tested, 0.006% active. AID 2112, 2009;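 further: 0% = enzyme with vehicle and -100% = no enzyme basal signal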
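Human spleen homogenate (1 ug) incubated with compounds and 1 mM 4-methylumbelliferyl-alpha-D-glucopyranoside in pH 5.0 citrate/phosphate buffer, 37 C, 40 min. Stopped at pH 10; 4-MU fluorescence (Ex 365/Em 440 nm); AC50 by Hill fit.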
GAA inh = qHTS Assay for Inhibitors of Human alpha-Glucosidase as a Potential Chaperone Treatment of Pompe Disease; Lysosomal alpha-glucosidase (Homo sapiens), P10253; purified human GAA, 4-MU-alpha-glucoside fluorescence; Potency, µM (titrated, usually from 76.9 µM), inactives show top-dose activity change, negative = inhibition, usual class: inhibitors; 200,000 tested, 0.005% active;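 further: plate controls were uninhibited enzyme wells for no effect and no-enzyme background for full effect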
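Fluorogenic assay: 4 nM human alpha-glucosidase with 400 uM 4-methylumbelliferyl-alpha-D-pyranoside in 50 mM citrate/phosphate, 0.005% Tween-20, pH 5.0, 20 min at room temperature. Compounds tested up to 77 uM; AC50 from Hill fits.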
GAA glycogen mod = qHTS Assay for Inhibitors and Activators of Human alpha-Glucosidase Cleavage of Glycogen | Lysosomal alpha-glucosidase (Homo sapiens), P10253 | recombinant GAA, glycogen substrate, Amplex Red glucose oxidase fluorescence | Potency, µM (titrated, usually from 76.4 µM), without a hit: at the top dose activity change, negative = inhibition, usual class: inhibitors | 300,000 tested, 0.38% active;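 further: 0% = full enzyme reaction and -100% = no-enzyme basal signal; the screen sought inhibitors and activators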
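qHTS, 1536-well; enzyme 4 nM final; cpd up to 77 uM; substrate bovine liver glycogen 30 ug; 50 mM citrate/phosphate pH 5.0, 0.01% Tween-20; 37 C, 40 min; Amplex Red detection 45 min RT; Hill fit → AC50.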
HTT ATP protect = qHTS Multiplex Assay to Identify Dual Action Probes in a Cell Model of Huntington: Cytoprotection (ATP); PC12 HTT-Q103 induced, cytoprotection, ATP luminescence, 40 h; Potency, µM (doses to about 56.4 µM), for inactives: cytoprotection (ATP increase), usual class: activators; 230,000 tested, 0.14% active; AID 1471, 2008;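 further: % of control where 0% means no effect; nearly all actives have a fitted effect of over 45% in size; toxic huntingtin expression switched on by the ecdysone agonist tebufenozide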
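Quantitative HTS on tebufenozide-induced (100 nM) PC12 cells expressing HTTQ103 exon 1–GFP; compounds tested as a concentration series; survival measured via cellular ATP.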
RGS12 GoLoco inh = qHTS Assay for Inhibitors of RGS12 GoLoco Motif Activity (Red Fluorophore) | Guanine nucleotide-binding protein G(i) subunit alpha-1 (Homo sapiens), P63096 | Gai1:RGS12 GoLoco peptide FP, rhodamine, 10 min | Potency, µM (titrated, usually from 61.6 µM), for the others: at the top dose activity, negative = inhibition, most hits filed as inhibitors | 230,000 tested, 0.44% active | AID 880, 2007; active means well fitted inhibition curve with a large enough effect, not every such curve was filed as active; inactive means no such curve, though single readings can be large or run the other way; further: on the % scale 0 is the no-effect control and ±100 the full control effect; nearly all actives have a fitted effect of over 30% in size; many of its hits are not listed in these tables
Target sequence (P63096 whole entry, looked up): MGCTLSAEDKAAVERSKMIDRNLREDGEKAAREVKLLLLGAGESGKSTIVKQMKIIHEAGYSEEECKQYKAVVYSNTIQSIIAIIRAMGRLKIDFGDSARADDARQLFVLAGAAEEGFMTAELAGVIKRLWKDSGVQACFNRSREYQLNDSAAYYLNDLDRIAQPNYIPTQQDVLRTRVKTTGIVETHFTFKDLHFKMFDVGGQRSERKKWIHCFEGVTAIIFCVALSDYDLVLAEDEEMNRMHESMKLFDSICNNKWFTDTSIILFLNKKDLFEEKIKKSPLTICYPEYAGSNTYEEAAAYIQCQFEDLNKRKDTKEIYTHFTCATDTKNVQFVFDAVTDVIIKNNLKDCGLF
IMPase Li cell = qHTS Assay for Identifying the Cell-Membrane Permeable IMPase Inhibitors: Potentiation with Lithium; 210,000 tested, 0.35% active; AID 1457, 2008; Potency, µM (series often up to 59.4 µM), inactives show at the top dose activity, negative = IMPase inhibition, actives largely listed as inhibitors; CHO-M1 cells, IP1 TR-FRET (IP-One), carbachol + lithium;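 further: IP1 builds up when IMPase is blocked and the TR-FRET signal falls; plate controls were basal vehicle for no effect and high inhibitor control for full effect; nearly all actives have a fitted effect of over 50% in size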
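Steps: plate 2000 CHO-M1 cells per well and culture 16–30 h; add compound and lithium; incubate 30 min, 37C; add d2-IP1 tracer and Eu cryptate anti-IP1 antibody in lysis buffer; read after 10 min at room temperature.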
Starred values were filed as active, the others as inactive; u = inconclusive; x = no result given; & = joins results of further samples; [ ] = another dose, or the depositor's remark. Unless noted, the call rests on the fitted dose curve; in most records, active means well fitted curve in the direction sought with a large enough effect; inconclusive means small, poorly fitted or top-dose-only effect, or another doubt; inactive means no such curve, though single readings can be large; an effect the other way counts as inactive or inconclusive. Potency means the concentration at half of the fitted maximal effect.

The line under a structure holds: HTT aggregate	aGlu spleen mod	GAA inh	GAA glycogen mod	HTT ATP protect	RGS12 GoLoco inh	IMPase Li cell
1. O=C(OCC#CCSc1nc2ccccc2o1)c1cc2ccccc2o1
    -6%	3%	-2%	1%	11%[10 µM]	11%	11%
2. O=C(NC1CCCCC1)C(c1ccccn1)N(C(=O)Cc1cccs1)c1ccc(Cl)cc1 (centres undefined)
    -3%	-2%	-6%	3%	-22%	11%	-1%[38.3 µM]
3. COc1ccc(C(=O)Nc2cc(-c3nn4c(C)nnc4s3)ccc2C)cc1
    5%	3%	-8%[15.4 µM]	-8%	-1%	10%	17%[38.3 µM]
4. c1ccc2c(c1)OCC(CNc1ncnc3sccc13)O2 (centres undefined)
    u	-8%	-7%	-4%	24%[10 µM]	9%	15%
5. COc1ccc(C2=NOC(C(=O)Nc3cccnc3)C2)cc1 (centres undefined)
    -11%	-1%	-4%	-9%	9%	3%	28%[38.3 µM]
6. COc1ccc(C2Oc3cc(OC)cc(OC)c3CC2O)cc1 (centres undefined)
    x	5%	x	x	x	4%	3%
7. COc1ccc(CCN2C(=O)CC(N3CCC(C(N)=O)CC3)C2=O)cc1OC (centres undefined)
    11%[9.22 µM]	-2%	x	4%	-34%[10 µM]	-27%	x
8. CC(C)CC(=O)N1CCN(S(C)(=O)=O)CC1
    6%	-2%	0%	4%	8%	-1%	-7%[38.3 µM]
9. O=C(CN1C(=O)COc2ccccc21)NCCN1CCc2ccccc2C1
    8%	-1%	-2%	-5%	7%	7%	23%[38.3 µM]
10. Nc1nccc(/C=C/c2c(Cl)cccc2Cl)n1
    -9%[9.22 µM]	-4%	x	4%	31%[10 µM]	-6%	x
11. COc1ccc2nc(CC(C)(C)CC(=O)O)c[n+]([O-])c2c1
    -7%	9%	u	3%	-12%	6%	-5%[38.3 µM]
12. CCCC(c1nnnn1Cc1ccco1)N1CCN(C2CCCC2)CC1 (centres undefined)
    10%	5%	-4%	-3%	7%	4%	20%[38.3 µM]
13. CC(=O)Nc1cccc(Oc2ccc(-c3noc(C)n3)cc2)c1
    u	-3%	u	-9%	-8%	3%	20%[38.3 µM]
14. CN(C)c1ccc(/C=C2\C(=N)N3C(=NC2=O)Sc2cc(S(C)(=O)=O)ccc23)cc1
    11%[9.22 µM]	-10%	x	-4%	-19%[10 µM]	14%	x
15. Cc1ccc(C)c(S(=O)(=O)N2CCN(C(=O)Cn3c(C(F)(F)F)nc4ccccc43)CC2)c1
    0%	-8%	-4%	0%	-17%	-13%	13%[38.3 µM]
16. O=C1C2Sc3[nH]c(=O)sc3C(c3ccccc3)C2C(=O)N1c1ccc(Cl)cc1 (centres undefined)
    4%	-2%	2%	28µM*	4%	7%	-4%[38.3 µM]
17. COc1cccc(N2CC(C(=O)Nc3nnc(SCc4cccnc4)s3)CC2=O)c1 (centres undefined)
    u	-12%	u	-10%	17%[10 µM]	16%	1%
18. Cc1cccc(NC(=O)c2sc(C)nc2C)c1
    -18%	-5%	2%	6%	12%[1.9 µM]	-6%	12%
19. O/N=C/c1cccn1-c1ccc(O)cc1
    18%[9.22 µM]	2%	-4%	-14%	-10%	-1%	-7%[38.3 µM]
20. Cc1cnc(C(=O)OCc2ccc(COC(=O)c3cnc(C)cn3)cc2)cn1
    28%	-3%	-3%	4%	6%[10 µM]	12%	-5%
21. CCOc1ccc(NC(=O)CNC(=O)c2ccc(OC)cc2)cc1
    24%	0%	0%	-4%	-24%	12%	0%
22. Cc1noc(C)c1S(=O)(=O)Nc1ccc(C(=O)N2CCc3ccccc3C2)cc1
    10%	0%	-12%	5%	-9%	9%	-3%[38.3 µM]
23. COC(=O)c1cc(OC)c(OC)cc1NC(=O)CSc1ccc(C)cc1
    -6%	-13%	0%	8%	1%	3%	34%[activator][38.3 µM]
24. Cc1ccc(S(=O)(=O)CCC(=O)Nc2cccc(C)c2)cc1
    -10%	6%	6%	9%	x	0%	-2%
25. CC1CCCCN1C(=O)CSc1nc2ccccc2n1CC(=O)N1CCc2ccccc21 (centres undefined)
    15%	0%	u	4%	-11%	8%	10%[38.3 µM]
26. Cc1cc(C)c(OCCOCCN2CCNCC2)c(C)c1
    -9%	3%	-5%	11%	3%	1%	24%[38.3 µM]
27. O=C(CCC(=O)N1CCN(C(=O)c2ccco2)CC1)c1ccc(F)cc1
    2%	0%	7%	-8%	u	8%	-5%
28. O=C1CCc2cc(S(=O)(=O)N3CCC(C(=O)Nc4nccs4)CC3)ccc2N1
    -9%	-3%	4%	-1%	-4%	9%	0%
29. NC(=O)C1CCCNC1 (centres undefined)
    -25%[9.22 µM]	-11%	0%[15.4 µM]	-1%	-33%[10 µM]	-11%	x
30. COC(=O)c1ccc(OC(C)C(=O)c2ccc(C)cc2)cc1 (centres undefined)
    7%	4%	5%	0%	x	-2%	4%

Sorted by number of heavy atoms (lowest first): part of the list above.
The line under a structure holds: HTT aggregate	aGlu spleen mod	GAA inh	GAA glycogen mod	HTT ATP protect	RGS12 GoLoco inh	IMPase Li cell
19. O/N=C/c1cccn1-c1ccc(O)cc1
    18%[9.22 µM]	2%	-4%	-14%	-10%	-1%	-7%[38.3 µM]
13. CC(=O)Nc1cccc(Oc2ccc(-c3noc(C)n3)cc2)c1
    u	-3%	u	-9%	-8%	3%	20%[38.3 µM]
7. COc1ccc(CCN2C(=O)CC(N3CCC(C(N)=O)CC3)C2=O)cc1OC (centres undefined)
    11%[9.22 µM]	-2%	x	4%	-34%[10 µM]	-27%	x

Additional results follow.
The line under a structure holds: HTT aggregate	aGlu spleen mod	GAA inh	GAA glycogen mod	HTT ATP protect	RGS12 GoLoco inh	IMPase Li cell
31. CC(C)(C)C1=NN(C(=O)c2ccccc2)C(O)(C(C)(C)C)C1 (centres undefined)
    -10%	-1%	-10%	-9%	-19%	13%	5%[38.3 µM]
32. Cc1cc(CNC(=O)[C@H](C)[C@H]2C[C@]2(C)[C@H](NC(=O)OCc2ccccc2)c2ccccc2)nn1C
    x	0%	x	x	-42%[inhibitor]	2%	-23%
33. CCOC(=O)c1oc2ccccc2c1CSc1nnnn1-c1ccc(OC)cc1
    -24%	1%	-3%	-1%	12%[10 µM]	2%	52%[activator][38.3 µM]
34. O=C(COc1ccccc1[N+](=O)[O-])NCCC1=CCCCC1
    -21%	x	0%	5%	-28%	8%	u
35. O=C(COc1ccc(OCc2ccccc2)cc1)NN=C1CCCC1
    -4%	x	-4%	2%	6%	13%	9%
36. CCCN(CCC)c1cc(Cl)nc(N)n1
    -14%	1%	-6%	-4%	10%	-5%	-5%
37. COC(=O)CCCC1=CC2=C(c3ccccc3)C(=O)C(C)(OC(=O)C3CCCC3)C(=O)C2=CN1CCc1ccccn1 (centres undefined)
    -33%[9.22 µM]	12%[17.4 µM]	x	-3%	16%&21%[10 µM]	-1%[14.2 µM]	-6%
38. CCc1onc(C)c1C(=O)Nc1cc(C)ccc1OC
    -3%	-2%	6%	1%	-12%	-7%	24%[38.3 µM]
39. CCOc1ccccc1NC(=O)c1ccc(OCC)c([N+](=O)[O-])c1
    -6%	-7%	u	-4%	-7%[10 µM]	2%	-1%
40. CCC1CCCCN1C(=O)c1noc(C(C)C)c1[N+](=O)[O-] (centres undefined)
    8%	-10%	-4%	10%	14%[10 µM]	5%	-5%
41. Cc1cccc(NC(=O)COc2cccc3c2CCN(Cc2ccccc2)C3=O)c1C
    -21%	-14%	-1%	4%	-22%[10 µM]	-11%	8%
42. COC(=O)CN1C(=O)C(O)(CC(=O)c2ccc(Cl)cc2)c2ccccc21 (centres undefined)
    16%	5%	-1%	3%	5%[10 µM]	-5%	6%[38.3 µM]
43. CC(C)(C)NC(=O)CN(Cc1cccnc1)C(=O)c1csnn1
    -5%	-1%	0%	-12%	-11%[10 µM]	1%	-32%[38.3 µM]
44. CC1(C)Cc2nc(-c3ccccc3)nc(SCC(O)CO)c2CO1 (centres undefined)
    5%[9.22 µM]	7%	x	-3%	-11%[10 µM]	-8%	x
45. CCOC(=O)CCCCC(=O)c1[nH]c(=O)[nH]c1CSc1nc2ccccc2[nH]1
    -1%	-6%	4%	-17%	-12%[10 µM]	-1%	5%
46. Cc1nn(CCc2n[nH]c(=S)n2C)c(C)c1Br
    4%	6%	-1%	-1%	25%	-15%	23%[38.3 µM]
47. COc1ccc(S(=O)(=O)N2CCCC2C(=O)Nc2ccc(O)cc2)cc1 (centres undefined)
    -15%	-16%	1%	-1%	-19%	6%	22%[38.3 µM]
48. COc1cccc(CNC(=O)CSCc2cnn(-c3ccccc3)c2-n2cccc2)c1OC
    -27%	-6%	-5%	-7%	-42%[inhibitor]	8%	4%[38.3 µM]
49. N/C(=N\c1nc2ccccc2o1)NC(=O)c1cccc(Cl)c1
    -19%[9.22 µM]	-1%	4%	4%	1%[10 µM]	18%	x
50. Cc1ccccc1N1CCN(C(=O)c2ccccc2NC(=O)/C=C\C(=O)O)CC1
    12%	-6%	1%	-1%	-16%	-10%	-6%[38.3 µM]
51. CC12CCC(C(=O)NCc3ccc(Cl)cc3)(OC1=O)C2(C)C (centres undefined)
    -2%	5%	-7%	3%	-2%	-12%	16%[38.3 µM]
52. C=CC(COCc1ccccc1)N(C(=O)OC(C)(C)C)S(=O)(=O)c1ccccc1Br (centres undefined)
    7%[9.22 µM]	-2%&5%	x	-4%	3%[10 µM]	-9%	x
53. Cc1cc(O)c(C(C)C)cc1N=Nc1ccccc1C(=O)O
    24%[9.22 µM]	-4%	x	0%	19%[10 µM]	76%[activator]	x
54. Cc1cccc(OCC(=O)O/N=C(\N)Cc2cccs2)c1
    -8%	-3%	-14%	-1%	1%	11%	2%[38.3 µM]
55. O.O.O.O=S(=O)([O-])OC[C@H]1O[C@@H](O[C@]2(COS(=O)(=O)[O-])O[C@H](OS(=O)(=O)[O-])[C@@H](OS(=O)(=O)[O-])[C@@H]2OS(=O)(=O)[O-])[C@H](OS(=O)(=O)[O-])[C@@H](OS(=O)(=O)[O-])[C@@H]1OS(=O)(=O)[O-].[Al]
    -4%	-9%	-6%[15.4 µM]	-14%	x	3%	-2%

Bioassay records (PubChem BioAssay)

Not all compounds are listed. The share of hits here may be higher or lower than overall.
